Compound activity (PubChem BioAssay)
NSD2 block: NSD2 (human) methyltransferase inhibition. NSD2-SET H3K36me1 DELFIA fluorescence, biochemical. inhibition, % at 12.5 µM. 0.07% of 44,000 active; in the data active = inhibition above about 54%, passing the limit was not always enough;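 note: inhibitors reduce the monomethyl H3K36 fluorescence signal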
Target sequence (O96028 whole entry, looked up): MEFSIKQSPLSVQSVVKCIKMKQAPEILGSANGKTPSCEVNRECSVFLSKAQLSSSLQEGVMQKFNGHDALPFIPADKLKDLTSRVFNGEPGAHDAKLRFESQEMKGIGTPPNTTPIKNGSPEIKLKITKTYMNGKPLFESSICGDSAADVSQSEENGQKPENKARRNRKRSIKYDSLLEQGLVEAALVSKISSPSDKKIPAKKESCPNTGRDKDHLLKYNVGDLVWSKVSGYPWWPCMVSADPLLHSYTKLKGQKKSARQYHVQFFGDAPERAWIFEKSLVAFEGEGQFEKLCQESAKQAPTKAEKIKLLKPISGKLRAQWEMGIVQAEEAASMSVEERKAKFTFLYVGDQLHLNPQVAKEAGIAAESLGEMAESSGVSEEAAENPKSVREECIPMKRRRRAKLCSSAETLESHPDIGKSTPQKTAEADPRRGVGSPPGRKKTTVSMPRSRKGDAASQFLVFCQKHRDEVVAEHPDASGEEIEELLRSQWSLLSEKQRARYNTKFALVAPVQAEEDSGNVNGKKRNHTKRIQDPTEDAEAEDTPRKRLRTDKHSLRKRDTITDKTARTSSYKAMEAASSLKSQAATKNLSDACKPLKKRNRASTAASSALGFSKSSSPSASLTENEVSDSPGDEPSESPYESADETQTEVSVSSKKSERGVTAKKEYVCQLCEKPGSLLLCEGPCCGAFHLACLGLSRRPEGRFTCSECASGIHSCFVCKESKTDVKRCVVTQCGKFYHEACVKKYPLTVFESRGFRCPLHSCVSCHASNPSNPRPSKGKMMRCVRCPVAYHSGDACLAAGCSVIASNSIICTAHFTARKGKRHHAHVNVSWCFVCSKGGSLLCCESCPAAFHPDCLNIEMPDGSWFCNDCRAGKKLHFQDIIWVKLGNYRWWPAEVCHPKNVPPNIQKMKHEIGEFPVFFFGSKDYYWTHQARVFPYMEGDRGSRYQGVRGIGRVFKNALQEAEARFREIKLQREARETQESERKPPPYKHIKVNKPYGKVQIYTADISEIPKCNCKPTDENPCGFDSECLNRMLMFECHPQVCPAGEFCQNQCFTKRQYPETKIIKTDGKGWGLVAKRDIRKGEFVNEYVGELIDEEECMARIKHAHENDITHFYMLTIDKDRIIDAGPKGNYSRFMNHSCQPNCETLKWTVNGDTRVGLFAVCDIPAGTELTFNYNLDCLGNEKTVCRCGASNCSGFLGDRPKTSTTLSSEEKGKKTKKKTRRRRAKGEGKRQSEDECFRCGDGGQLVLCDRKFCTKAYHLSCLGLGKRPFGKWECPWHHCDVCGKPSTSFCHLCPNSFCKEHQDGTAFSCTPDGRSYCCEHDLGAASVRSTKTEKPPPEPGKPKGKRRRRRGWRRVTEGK
An asterisk follows results filed as active; & = joins results of further samples. These rows are one share of the data; count on the stated rates, not on these rows.

Results for C[C@H]1CN([C@@H](C)CO)C(=O)Cc2cc(NS(=O)(=O)c3ccc(F)cc3)ccc2O[C@H]1CN(C)Cc1ccc(C(=O)O)cc1 ?
NSD2 block: -0.9

What do the screens show for `C[C@@H]1CN([C@@H](C)CO)C(=O)Cc2cc(NC(=O)C3CCCCC3)ccc2O[C@H]1CN(C)Cc1ccc(Cl)c(Cl)c1`?
NSD2 block: -2.9

Results for CC(C)C#Cc1ccc2c(c1)O[C@H](CN(C)C(=O)C1CCC1)[C@@H](C)CN([C@H](C)CO)S2(=O)=O ?
NSD2 block: 4.5

What do the screens show for `C[C@@H]1CCCCO[C@@H](CN(C)S(=O)(=O)c2cccs2)[C@@H](C)CN([C@@H](C)CO)C(=O)c2cc(NC(=O)CCC(F)(F)F)ccc2O1`?
NSD2 block: -4.1

Results for Cc1cc(C)nc(SCC(O)COc2ccccc2)n1 (stereo not drawn) ?
NSD2 block: -1.9

What do the screens show for `C/C(=C\CC[C@@H](C)[C@H]1CC(O)[C@@]2(C)C3CC[C@H]4C(C)(C)[C@@H](O[C@@H]5OC(CO)C(O)C(O)C5OC5OC(CO)C(O)C(O)C5O)CC[C@@]45C[C@@]35CC(O)[C@]12C)C(=O)O` (stereo partly drawn)?
NSD2 block: 8.2

What do the screens show for `CCC(=O)N(C)C[C@@H]1Oc2cc(C#CCOC)ccc2S(=O)(=O)N([C@H](C)CO)C[C@H]1C`?
NSD2 block: -17.7

How did CC(C)NC(=O)N(C)C[C@@H]1Oc2ccc(NS(=O)(=O)c3ccc(Cl)cc3)cc2CC(=O)N([C@@H](C)CO)C[C@@H]1C do in these assays?
NSD2 block: -2.2

How did C[C@@H]1CN([C@H](C)CO)C(=O)c2cc(NC(=O)CCC(F)(F)F)ccc2O[C@@H]1CN(C)Cc1ccc(Cl)c(Cl)c1 do in these assays?
NSD2 block: -10.5

How did O=C(NO)c1cccc(C(=O)N/N=C/c2ccc(Br)s2)c1 do in these assays?
NSD2 block: 1.0

What do the screens show for `COc1ccc(CN(C)C[C@@H]2Oc3ccc(NC(=O)CCC(F)(F)F)cc3CC(=O)N([C@H](C)CO)C[C@H]2C)cc1`?
NSD2 block: 3.8

What do the screens show for `CC(C)NC(=O)N(C)C[C@@H]1Oc2ccc(NS(=O)(=O)c3ccc(Cl)cc3)cc2C(=O)N([C@@H](C)CO)C[C@@H]1C`?
NSD2 block: -5.1

How did CNC[C@@H]1Oc2cc(C#CC3CCCCC3)ccc2S(=O)(=O)N([C@H](C)CO)C[C@H]1C do in these assays?
NSD2 block: 5.6

Results for C[C@H](CO)N1C[C@H](C)[C@@H](CN(C)Cc2ccc(Oc3ccccc3)cc2)Oc2ccc(NC(=O)Cn3cnnn3)cc2C1=O ?
NSD2 block: -4.2

How did Cc1ccc(S(=O)(=O)N(C)C[C@H]2Oc3ccc(NC(=O)Nc4ccc(C(F)(F)F)cc4)cc3C(=O)N([C@@H](C)CO)C[C@@H]2C)cc1 do in these assays?
NSD2 block: -4.0

Results for C[C@@H]1CN([C@@H](C)CO)C(=O)c2cc(NC(=O)c3ccncc3)ccc2O[C@@H](C)CCCCO[C@@H]1CN(C)CC1CCCCC1 ?
NSD2 block: 1.1

How did C[C@H](CO)N1C[C@H](C)[C@@H](CN(C)S(=O)(=O)c2ccc(Cl)cc2)Oc2ccc(NC(=O)CCCCCC(=O)Nc3ccccc3N)cc2C1=O do in these assays?
NSD2 block: -8.2

What do the screens show for `CC(C)C#Cc1cnc2c(c1)C(=O)N([C@H](C)CO)C[C@@H](C)[C@@H](CN(C)C(=O)c1cccc(F)c1)O2`?
NSD2 block: 2.9

What do the screens show for `COc1ccccc1-c1ccc2c(c1)O[C@@H](CN(C)CC1CCOCC1)[C@H](C)CN([C@H](C)CO)S2(=O)=O`?
NSD2 block: 3.3

How did O=C(C[C@@H]1C[C@H]2c3cc(NC(=O)Nc4ccc(F)cc4)ccc3O[C@H]2[C@H](CO)O1)NCC1CC1 do in these assays?
NSD2 block: -11.0

How did Cc1noc(C)c1NC(=O)N(C)C[C@@H]1Oc2ncc(/C=C/c3ccccc3)cc2C(=O)N([C@H](C)CO)C[C@@H]1C do in these assays?
NSD2 block: -16.1

Results for C[C@@H]1C[C@H]2[C@@H]3CCC4=CC(=O)C=C[C@]4(C)[C@@]3(F)[C@@H](O)C[C@]2(C)[C@@]1(O)C(=O)CO ?
NSD2 block: 25.8

Results for C[C@H](CO)N1C[C@H](C)[C@H](CN(C)S(=O)(=O)c2cn(C)cn2)Oc2ncc(C3=CCCC3)cc2C1=O ?
NSD2 block: -1.8

How did CNC[C@H]1Oc2cc(C#CC3CCCC3)ccc2S(=O)(=O)N([C@H](C)CO)C[C@@H]1C do in these assays?
NSD2 block: -34.3

The final 6 compounds of the section before are carried over, then new ones follow:
What do the screens show for `COc1ccccc1-c1ccc2c(c1)O[C@@H](CN(C)CC1CCOCC1)[C@H](C)CN([C@H](C)CO)S2(=O)=O`?
NSD2 block: 3.3

How did O=C(C[C@@H]1C[C@H]2c3cc(NC(=O)Nc4ccc(F)cc4)ccc3O[C@H]2[C@H](CO)O1)NCC1CC1 do in these assays?
NSD2 block: -11.0

How did Cc1noc(C)c1NC(=O)N(C)C[C@@H]1Oc2ncc(/C=C/c3ccccc3)cc2C(=O)N([C@H](C)CO)C[C@@H]1C do in these assays?
NSD2 block: -16.1

Results for C[C@@H]1C[C@H]2[C@@H]3CCC4=CC(=O)C=C[C@]4(C)[C@@]3(F)[C@@H](O)C[C@]2(C)[C@@]1(O)C(=O)CO ?
NSD2 block: 25.8

Results for C[C@H](CO)N1C[C@H](C)[C@H](CN(C)S(=O)(=O)c2cn(C)cn2)Oc2ncc(C3=CCCC3)cc2C1=O ?
NSD2 block: -1.8

How did CNC[C@H]1Oc2cc(C#CC3CCCC3)ccc2S(=O)(=O)N([C@H](C)CO)C[C@@H]1C do in these assays?
NSD2 block: -34.3

What do the screens show for `C[C@H](CO)N1C[C@H](C)[C@@H](CN(C)Cc2ccc(-c3ccccc3)cc2)Oc2ccc(NC(=O)NC3CCCCC3)cc2CC1=O`?
NSD2 block: 5.4

How did C[C@@H]1CCCCO[C@@H](CN(C)Cc2ccc(C(F)(F)F)cc2)[C@@H](C)CN([C@H](C)CO)C(=O)c2cc(NS(=O)(=O)c3cn(C)cn3)ccc2O1 do in these assays?
NSD2 block: 1.5

What do the screens show for `C/C=C/c1ccc2c(c1)O[C@H](CN(C)C(=O)c1cnccn1)[C@H](C)CN([C@@H](C)CO)S2(=O)=O`?
NSD2 block: 2.1

What do the screens show for `O=C(C[C@@H]1C[C@H]2c3cc(NC(=O)C4CCOCC4)ccc3O[C@H]2[C@H](CO)O1)NC1CCCC1`?
NSD2 block: 0.2

How did C[C@H]1CN([C@@H](C)CO)C(=O)c2cc(C#CC3CC3)cnc2O[C@@H]1CN(C)C(=O)Nc1ccccc1 do in these assays?
NSD2 block: 6.2

What do the screens show for `Cc1noc(C)c1NC(=O)N(C)C[C@@H]1Oc2ccc(NC(=O)CCCCCC(=O)Nc3ccccc3N)cc2CC(=O)N([C@H](C)CO)C[C@H]1C`?
NSD2 block: -2.5

How did COc1ccc(S(=O)(=O)N(C)C[C@H]2Oc3ccc(NC(=O)Nc4c(C)noc4C)cc3C(=O)N([C@H](C)CO)C[C@H]2C)cc1 do in these assays?
NSD2 block: -0.8

How did CC(C)NC(=O)Nc1ccc2c(c1)C(=O)N([C@H](C)CO)C[C@H](C)[C@@H](CN(C)Cc1ccc3c(c1)OCO3)OCCCC[C@H](C)O2 do in these assays?
NSD2 block: 0.3

Results for CC(C)NC(=O)N(C)C[C@@H]1Oc2ncc(C#Cc3ccc(F)cc3)cc2C(=O)N([C@H](C)CO)C[C@@H]1C ?
NSD2 block: -1.0&-3.2

How did C[C@@H]1CN([C@H](C)CO)C(=O)c2cc(C#CCc3ccccc3)cnc2O[C@@H]1CN(C)Cc1cccnc1 do in these assays?
NSD2 block: -1.0

Results for C[C@H]1CN([C@@H](C)CO)C(=O)c2cc(NS(C)(=O)=O)ccc2O[C@@H]1CN(C)CC1CC1 ?
NSD2 block: 4.2

Results for Cc1ccc(S(=O)(=O)N(C)C[C@@H]2Oc3ccc(NC(=O)Nc4c(C)noc4C)cc3CC(=O)N([C@@H](C)CO)C[C@H]2C)cc1 ?
NSD2 block: -3.3

Results for C[C@H](CO)N1C[C@H](C)[C@@H](CN(C)S(=O)(=O)c2cccs2)Oc2c(NC(=O)Nc3cccc4ccccc34)cccc2C1=O ?
NSD2 block: 1.3

What do the screens show for `C[C@@H]1CN([C@H](C)CO)C(=O)Cc2cc(NS(=O)(=O)c3ccccc3)ccc2O[C@H]1CN(C)Cc1ccc(C(=O)Nc2ccccc2N)cc1`?
NSD2 block: -3.1

Results for COCC(=O)N(C)C[C@H]1Oc2cc(C#CC(C)C)ccc2S(=O)(=O)N([C@@H](C)CO)C[C@H]1C ?
NSD2 block: 2.0

What do the screens show for `CC(C)NC(=O)Nc1ccc2c(c1)C(=O)N([C@H](C)CO)C[C@H](C)[C@@H](CN(C)Cc1ccncc1)O2`?
NSD2 block: 3.0

What do the screens show for `O=C(C[C@H]1C[C@H]2c3cc(NC(=O)C4CCOCC4)ccc3O[C@H]2[C@H](CO)O1)NCc1cccc(F)c1`?
NSD2 block: 2.8

How did COC(=O)CCCCCCC(=O)N/N=C/c1nc[nH]c1C do in these assays?
NSD2 block: -0.1

What do the screens show for `COCC(=O)Nc1ccc2c(c1)[C@H]1C[C@@H](CC(=O)NCc3ccccc3F)O[C@H](CO)[C@H]1O2`?
NSD2 block: 10.5

What do the screens show for `C[C@H]1CN([C@@H](C)CO)C(=O)Cc2cc(NS(=O)(=O)c3ccc(Cl)cc3)ccc2O[C@@H]1CN(C)S(=O)(=O)c1ccc(F)cc1`?
NSD2 block: -4.1

What do the screens show for `Cc1noc(C)c1S(=O)(=O)Nc1ccc2c(c1)C(=O)N([C@H](C)CO)C[C@@H](C)[C@@H](CN(C)C)OCCCC[C@H](C)O2`?
NSD2 block: -2.7

What do the screens show for `C[C@H]1CN([C@@H](C)CO)C(=O)c2cc(NC(=O)C3CC3)ccc2O[C@H]1CN(C)C(=O)Nc1ccc(F)cc1`?
NSD2 block: 0.4

How did C[C@H]1CN([C@@H](C)CO)S(=O)(=O)c2ccc(/C=C/c3ccccc3)cc2O[C@@H]1CN(C)Cc1cncnc1 do in these assays?
NSD2 block: 3.8

How did COc1ccc(NC(=O)N(C)C[C@H]2OCCCC[C@@H](C)Oc3ccc(NS(=O)(=O)c4ccc(C)cc4)cc3C(=O)N([C@@H](C)CO)C[C@H]2C)cc1 do in these assays?
NSD2 block: 5.9

What do the screens show for `C[C@H]1CN([C@@H](C)CO)C(=O)CCCn2nncc2CO[C@@H]1CN(C)Cc1ccc2c(c1)OCCN2C`?
NSD2 block: 0.3

Results for C[C@H](CO)N1C[C@H](C)[C@H](CN(C)Cc2ccc(C(F)(F)F)cc2)OCCCC[C@H](C)Oc2ccc(NC(=O)Nc3ccc4c(c3)OCO4)cc2C1=O ?
NSD2 block: -5.1

How did C[C@H]1CN([C@@H](C)CO)C(=O)Cc2cc(NS(=O)(=O)c3ccc(Cl)cc3)ccc2O[C@@H]1CN(C)Cc1ccc(Oc2ccccc2)cc1 do in these assays?
NSD2 block: -5.9

How did COCCOC(=O)N1C(=O)[C@@]2(c3cc(C#Cc4ccc(OC)cc4)ccc31)[C@H](c1ccccc1OCCO)N1[C@H](c3ccccc3)[C@H](c3ccccc3)OC(=O)[C@H]1[C@@H]2C(=O)NC[C@H](O)c1ccccc1 do in these assays?
NSD2 block: -3.4

How did C[C@H]1CCCCO[C@@H](CN(C)S(=O)(=O)c2cn(C)cn2)[C@@H](C)CN([C@@H](C)CO)C(=O)c2cc(NS(=O)(=O)c3cccs3)ccc2O1 do in these assays?
NSD2 block: 10.4

How did C[C@@H]1CN([C@H](C)CO)C(=O)c2cc(NS(=O)(=O)c3ccc(F)cc3)ccc2O[C@@H](C)CCCCO[C@H]1CN(C)CC1CCCCC1 do in these assays?
NSD2 block: -1.5

What do the screens show for `CCCC#Cc1ccc2c(c1)O[C@H](CN(C)S(=O)(=O)c1cccc(F)c1)[C@H](C)CN([C@@H](C)CO)S2(=O)=O`?
NSD2 block: -2.5

What do the screens show for `COc1ccc(NC(=O)Nc2ccc3c(c2)CC(=O)N([C@@H](C)CO)C[C@H](C)[C@H](CN(C)S(=O)(=O)c2cn(C)cn2)O3)cc1`?
NSD2 block: -9.7

What do the screens show for `C[C@@H]1CCCCO[C@@H](CN(C)S(=O)(=O)c2cn(C)cn2)[C@@H](C)CN([C@@H](C)CO)C(=O)c2cc(NC(=O)C3CCCCC3)ccc2O1`?
NSD2 block: -2.9

How did C[C@@H]1CN([C@@H](C)CO)C(=O)c2cc(C#Cc3cccc(F)c3)cnc2O[C@@H]1CN(C)CC1CCCC1 do in these assays?
NSD2 block: 4.3

How did C[C@H](CO)N1C[C@H](C)[C@@H](CN(C)S(=O)(=O)c2cccs2)OCc2cn(nn2)CCCC1=O do in these assays?
NSD2 block: 1.2

What do the screens show for `CNC[C@@H]1Oc2ccc(NC(=O)Nc3ccccc3)cc2CC(=O)N([C@@H](C)CO)C[C@H]1C`?
NSD2 block: 24.0

Results for O=C(O)CCCCCCC(=O)N/N=C/c1cccs1 ?
NSD2 block: 1.0

How did Cc1noc(C)c1NC(=O)Nc1ccc2c(c1)CC(=O)N([C@@H](C)CO)C[C@@H](C)[C@H](CN(C)CC1CC1)O2 do in these assays?
NSD2 block: 6.1

Results for CCCNC(=O)N(C)C[C@H]1Oc2cc(C#CC3CC3)ccc2S(=O)(=O)N([C@H](C)CO)C[C@H]1C ?
NSD2 block: -11.6

Results for C[C@H](CO)N1C[C@H](C)[C@H](CN(C)S(=O)(=O)c2ccc(F)cc2)Oc2ccc(NS(=O)(=O)c3cn(C)cn3)cc2CC1=O ?
NSD2 block: 0.6

Of the compounds above, 3 have a COOH group.
Results for C[C@H]1CN([C@@H](C)CO)C(=O)Cc2cc(NS(=O)(=O)c3ccc(F)cc3)ccc2O[C@H]1CN(C)Cc1ccc(C(=O)O)cc1 ?
NSD2 block: -0.9

What do the screens show for `C/C(=C\CC[C@@H](C)[C@H]1CC(O)[C@@]2(C)C3CC[C@H]4C(C)(C)[C@@H](O[C@@H]5OC(CO)C(O)C(O)C5OC5OC(CO)C(O)C(O)C5O)CC[C@@]45C[C@@]35CC(O)[C@]12C)C(=O)O` (stereo partly drawn)?
NSD2 block: 8.2

Results for O=C(O)CCCCCCC(=O)N/N=C/c1cccs1 ?
NSD2 block: 1.0
